Screening results from PubChem BioAssay.
ROMK mod = human ROMK K+ channel modulation, primary screen | Tet-inducible ROMK, thallium flux fluorescence; actives lie on both sides | P48048 | 130,000 tested, 2% active | B-score at 10 µM | AID 1918;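 active = signal ratio slope over the read window, or its plate-corrected B-score, at least 3 SD from the plate mean, either direction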;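 note: B-score of the F/F0 ratio slope over 7 to 12 s after thallium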
Target sequence (P48048 whole entry, looked up): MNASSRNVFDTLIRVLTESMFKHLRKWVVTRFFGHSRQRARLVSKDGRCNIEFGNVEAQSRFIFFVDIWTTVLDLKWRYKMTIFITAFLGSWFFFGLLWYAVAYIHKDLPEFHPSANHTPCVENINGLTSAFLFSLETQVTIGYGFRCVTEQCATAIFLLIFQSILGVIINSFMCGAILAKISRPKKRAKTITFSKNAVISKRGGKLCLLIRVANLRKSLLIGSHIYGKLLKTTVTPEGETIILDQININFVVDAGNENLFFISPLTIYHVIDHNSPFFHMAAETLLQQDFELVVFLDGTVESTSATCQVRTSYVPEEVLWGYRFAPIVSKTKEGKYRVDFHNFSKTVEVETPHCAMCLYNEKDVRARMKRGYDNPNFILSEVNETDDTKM
PPARg SRC-1 ag = agonists of human PPARgamma SRC-1 coactivator recruitment | activation, % at 8 µM | P37231 | AID 631 | PPARgamma-SRC-1 coactivator recruitment biochemical assay | 200,000 tested, 0.41% active; in the data active = activation above about 19%;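 note: 0% = DMSO and 100% = reference agonist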
TR-FRET SRC-2 ct = counter-screen for PPARgamma SRC-2 recruitment agonists: TR-FRET artefact. TR-FRET ratio at 8 µM. stronger effect = higher value. 200,000 tested, 0.4% active; in the data active = TR-FRET ratio above about 2000; note: inactives centre near 1500
S1P3 antagonist = S1P3 (human) receptor antagonism. Q99500. CHO S1P3 NFAT-BLA reporter, FRET fluorescence, antagonist mode. inhibition, % at 4.98 µM. 170,000 tested, 0.27% active. AID 485;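 active = inhibition above the plate cutoff, the mean inhibition of test wells on that plate plus 3 SD, cut at about 28% in these data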;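 note: cells challenged with S1P at its EC80 of 0.8 µM; blue over green emission ratio from cleaved BLA substrate after 4 h stimulation; 0% = S1P-stimulated wells and 100% = unstimulated DMSO-only wells; some compounds past the cut are filed as inactive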
Target sequence (Q99500 whole entry, looked up): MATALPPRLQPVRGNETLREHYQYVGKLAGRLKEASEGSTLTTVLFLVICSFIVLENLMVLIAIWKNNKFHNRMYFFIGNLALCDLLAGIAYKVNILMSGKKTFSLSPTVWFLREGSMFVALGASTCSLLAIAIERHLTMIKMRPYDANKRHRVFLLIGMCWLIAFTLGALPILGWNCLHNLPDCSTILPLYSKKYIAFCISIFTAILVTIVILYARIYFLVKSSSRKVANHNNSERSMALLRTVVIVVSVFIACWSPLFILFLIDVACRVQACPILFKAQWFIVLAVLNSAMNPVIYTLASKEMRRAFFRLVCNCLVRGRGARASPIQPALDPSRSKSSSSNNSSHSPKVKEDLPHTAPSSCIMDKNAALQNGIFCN
STAT1 inh = inhibitors of IFN-gamma induced STAT1 signaling. inhibition, % at 5.5 µM. 200,000 tested, 0.35% active. NIH 3T3 STAT1-luciferase reporter, luminescence;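 active = inhibition above a set limit, the mean inhibition across all tested compounds plus 3 SD, cut at about 34% in these data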;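 note: 0% = IFN-gamma with DMSO and 100% = IFN-gamma with 300 µM nifuroxazide; values of inactives mirror those of a sister screen read the other way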
PPARg SRC2 recr = promotes SRC-2 coactivator recruitment by human PPARgamma | PPARgamma LBD-SRC-2 recruitment, biochemical | P37231 | 200,000 tested, 0.34% active | activation, % at 8 µM; in the data active = activation above about 22%;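 note: 0% = vehicle and 100% = reference agonist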
STAT3 inh = inhibitors of IL-6 induced STAT3 signaling; U3A cells, IL-6 STAT3-luciferase reporter, luminescence; host cell line lacks STAT1; inhibition, % at 5.5 µM; 190,000 tested, 0.89% active;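 active = inhibition above the mean inhibition across all screened compounds plus 3 SD, cut at about 44% in these data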;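 note: 0% = DMSO only wells and 100% = 100 µM nifuroxazide control wells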
STAT3 act = increases IL-6 driven STAT3 reporter signal. U3A cells, IL-6 STAT3-luciferase reporter, luminescence; 100% = signal with IL-6 EC80 alone. activation (% of control), % at 5.6 µM. 190,000 tested, 0.91% active. AID 871;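 active = activation above the screen-wide mean of compound activation plus 3 SD, cut at about 130% in these data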;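 note: 0% = background luminescence of wells with medium and substrate only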
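Test system: human U3A cells carrying STAT3-luciferase construct; control set: IL-6-only wells as 100% reference; timing: compound pre-incubation 1 h before IL-6, then 6 h stimulation at 37 °C; also added: IL-6 stimulus at 33 ng/mL final; evaluation: % activation versus median of IL-6-stimulated wells; detection: reporter luminescence signal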
PPARg SRC-3 ag = PPARgamma-driven SRC-3 recruitment agonism; P37231; 200,000 tested, 0.26% active; activation, % at 8 µM; biochemical PPARgamma/SRC-3 coactivator recruitment assay; in the data active = activation above about 23%;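 note: 0% = DMSO and 100% = reference agonist; some compounds past the cut are filed as inactive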
RAM network inh = yeast RAM network inhibition; inhibition, % at 50 µM; AID 868; S. cerevisiae dse1pr::URA3 reporter, 5-FOA growth OD615, 2 d; analog-sensitive cbk1-as2 kinase mutant strain; 190,000 tested, 1.8% active;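 active = inhibition above a set limit, 3 SD over mean compound inhibition, cut at about 8.4% in these data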;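 note: 0% = DMSO-only wells with no growth and 100% = 10 µM 1-NA-PP1 full growth; inhibition rescues growth on 5-FOA so higher OD means more RAM inhibition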
TLR4 MyD88 comp = TLR4-MyD88 interaction inhibition in cells; HeLa CL3-4 TLR4/MyD88 BLA complementation, FRET ratio; inhibition, % at 8.4 µM; 200,000 tested, 0.18% active; AID 861; in the data active = inhibition above about 25%;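 note: 0% = vehicle and 100% = reference inhibitor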
* marks the source's active call; other numbers are inactive results; x = no result given.

SMILES	ROMK mod	PPARg SRC-1 ag	TR-FRET SRC-2 ct	S1P3 antagonist	STAT1 inh	PPARg SRC2 recr	STAT3 inh	STAT3 act	PPARg SRC-3 ag	RAM network inh	TLR4 MyD88 comp
O=C1CC(c2nc3ccccc3[nH]2)CN1c1ccccc1F (stereo not drawn)	x	6	1710	-7	4	10	7	102	15	0.1	3
O=C1c2cccc3cc([N+](=O)[O-])cc(c23)C(=O)N1c1ccccc1O	-1.5	-4	1490	-8	3	0	-14	113	1	0.8	0
COc1ccc(/C=N/NC(=O)CNS(=O)(=O)c2ccc(C)cc2)cc1	0.11	4	1610	2	-8	2	2	100	6	0.1	-8
Cc1ccc(S(=O)(=O)N(C)CC(=O)OCC(=O)N2CCN(c3ccccc3)CC2)cc1	-0.25	4	1542	-3	0	-3	-4	101	-3	8.7*	9
CCOC(=O)C1CCCN(C(=O)CCn2nc(-c3ccccc3)ccc2=O)C1 (stereo not drawn)	0.11	2	1518	5	6	5	3	100	10	0.4	2
C/C(=N\NC(=O)CSCc1ccccc1Br)c1cccc([N+](=O)[O-])c1	x	1	1523	-13	-2	-3	-2	107	2	5.1	-1
COc1ccc(Nc2ncccc2C(=O)O)cc1	0.38	1	1395	x	-15	16	-8	111	2	1.9	7
CC12C(=O)N(n3cnnc3)C(=O)C1C1C=CC2C1 (stereo not drawn)	x	7	1635	-8	3	7	4	99	20	2.8	5
CCOC(=O)c1c(-c2ccc(OC)cc2)csc1NC(=O)C1CCCO1 (stereo not drawn)	-1.3	1	1427	-2	6	2	28	78	2	5.3	6
COC(=O)c1cccc(NC(=S)NC(C)C)c1	1.1	12	1951	-18	13	5	7	98	3	1.5	-3
COCc1cc(=O)[nH]c(/N=C(\N)Nc2cccc(C)c2)n1	1.5	1	1656	x	0	8	2	98	5	-0.3	-2
CCN(CC)c1nc2ccccc2[nH]1	x	6	1522	x	-2	3	-14	114	13	0.4	3
CCc1ccc(NC(=O)C2CCCCC2C(=O)O)cc1 (stereo not drawn)	x	10	1552	-46	-1	2	8	98	12	0.7	12
COc1ccc(S(=O)(=O)CCC(=O)N(C)c2ccc(OC)cc2OC)cc1	x	4	1505	x	3	1	4	99	9	3.6	2
S=C(NN=C1C2CC3CC(C2)CC1C3)Nc1ccccc1	1.4	7	1481	x	-6	4	-14	113	10	0.4	-7
CCCn1c(SCCN2C(=O)c3ccccc3C2=O)n[nH]c1=O	-0.6	4	1426	-18	0	-3	31	80	3	-0.3	1
CC(=O)Nc1nc2cc3c(cc2s1)OCO3	x	8	1529	-31	-16	2	12	97	4	-0.3	-1
O=C(c1ccco1)N1C2C=CC(C2)C1(C(F)(F)F)C(F)(F)F (stereo not drawn)	-1.2	1	1566	20	-10	1	3	100	-1	0.6	-2
CCC(=O)NC(Nc1ccccn1)(C(=O)OC)C(F)(F)F (stereo not drawn)	0.71	1	1638	-4	4	4	12	93	1	2.3	-14
CCCCC/S(CC1CC1(Cl)Cl)=N\S(=O)(=O)c1ccc(C)cc1 (stereo not drawn)	0.0098	4	1546	-13	-5	5	2	102	4	4.0	3
Cc1[nH]c2ccccc2c1C(=O)CSC(=S)N1CCCCC1	0.26	0	1463	7	-48	4	-7	109	0	1.9	-5
Cc1ccccc1NC(=O)CN(c1ccc(F)cc1)S(C)(=O)=O	0.19	4	1748	6	5	8	-2	104	11	1.3	1
O=c1cc(-c2ccccc2)n(S(=O)(=O)c2ccc3ccccc3c2)o1	x	3	1731	x	3	9	5	97	13	x	3
CCS(=O)(=O)Nc1ccccc1C(N)=O	0.75	1	1771	-7	-2	7	8	97	-2	0.1	-17
C=C(C)C1Cc2c(C)nn(-c3nc(C)cc(C)n3)c2C1 (stereo not drawn)	-1.1	3	1513	x	3	7	9	98	-6	0.0	5
C/C(=N\NC(=O)C(C)Sc1ccccc1)C(C)(C)C (stereo not drawn)	-1	10	1614	x	-1	5	2	105	7	0.3	0
CN1CC[n+]2c(CN3C(=O)c4ccccc4C3=O)csc21	x	6	1482	6	-1	1	4	101	14	0.5	5
Cc1ccc(C(=O)Nc2ccccc2C(=O)NC2CCCCC2)cc1S(=O)(=O)N1CCOCC1	x	9	1614	6	0	6	5	98	6	2.8	-15
CCCN1C(=O)SC(CC(=O)Nc2ccc(C)cc2)C1=O (stereo not drawn)	-0.17	-5	1417	x	-3	1	10	94	11	0.2	-8
CCOC(=O)c1c(N)nn(C(=O)c2ccccc2F)c1-c1ccc(OC)cc1	0.12	0	1494	-1	-3	-4	12	92	1	7.3	-7
Cn1cccc1CC(=O)NNC(=S)Nc1ccccc1Cl	0.47	9	1515	-18	-1	15	9	94	8	1.8	-4
O=C(Nc1c2c(nn1-c1ccc(F)cc1)CS(=O)C2)C12CC3CC(CC(C3)C1)C2 (stereo not drawn)	x	-2	1430	6	-4	-2	0	102	-5	2.3	-7
COc1cc(/C=C/CO)cc(OC)c1O[C@@H]1O[C@H](CO)[C@@H](O)[C@H](O)[C@H]1O	-0.012	2	1487	-10	9	-4	-2	100	2	1.5	4
O=C(c1cccc(C(=O)N2CCN(Cc3ccccc3)CC2)c1)N1CCN(Cc2ccccc2)CC1	x	9	1724	-14	3	6	17	91	-3	0.5	8
Cc1ccc(NC(=O)c2cc(-c3ccc(F)cc3)on2)cc1C	-0.62	6	1423	-7	-11	-6	19	90	-3	5.6	-5
CC(C)(C)C(=O)Nc1sc2c(c1C#N)CCC2	0.075	10	1497	0	-2	0	9	97	1	4.9	5

An excerpt from above in order of their number in STAT3 act, largest number first:
canonical_smiles	STAT3 act
Cc1ccc(C(=O)Nc2ccccc2C(=O)NC2CCCCC2)cc1S(=O)(=O)N1CCOCC1	98
CC(C)(C)C(=O)Nc1sc2c(c1C#N)CCC2	97
CCCN1C(=O)SC(CC(=O)Nc2ccc(C)cc2)C1=O (stereo not drawn)	94

Following part.
SMILES	ROMK mod	PPARg SRC-1 ag	TR-FRET SRC-2 ct	S1P3 antagonist	STAT1 inh	PPARg SRC2 recr	STAT3 inh	STAT3 act	PPARg SRC-3 ag	RAM network inh	TLR4 MyD88 comp
c1ccc(-c2oc3ncnc(NCCCN4CCOCC4)c3c2-c2ccccc2)cc1	-2.9	24*	1628	16	3	1	-9	110	7	2.3	11
Cn1c(=O)c2c(nc(NCc3ccco3)n2CC(O)CO)n(C)c1=O (stereo not drawn)	0.049	-4	1464	-22	3	-12	-1	106	-3	2.6	-4
CCOn1c(SC(C)C)nc2ccccc2c1=O	-0.54	2	1536	x	-2	-5	0	105	-7	1.0	0
CCOc1ccc(Cn2nnc(C(=O)Nc3cc(OC)cc(OC)c3)c2N)cc1	x	-3	1485	-20	6	-4	14	95	6	2.3	3
CC(C)c1ccc(CN2CC(C(=O)Nc3ccccc3)CC2=O)cc1 (stereo not drawn)	0.73	4	1453	1	2	-3	-5	109	-3	2.4	6
COC(C(=O)Nc1ccc(Cl)cc1C)c1ccccc1 (stereo not drawn)	0.13	-2	1504	9	6	-6	4	101	6	0.3	-7
CCN(CC)c1ccc(NC(=O)CSc2nnc(N)s2)cc1C	x	20*	1642	-13	1	2	2	106	15	0.0	3
O=C1Nc2ccc(Br)cc2/C1=C/C1CC=CCC1 (stereo not drawn)	0.14	-4	1775	-10	7	-10	-29	124	5	2.1	7
Cn1nc(-c2ccc(N3CCOCC3)c(NS(=O)(=O)c3ccc(Cl)cc3)c2)c2ccccc2c1=O	x	1	1706	x	-3	2	11	94	2	2.2	2
Cc1ccc(S(=O)(=O)N(C)CCCC(=O)NC(C)(C)C)cc1	0.46	10	1568	-8	-3	-2	2	105	1	-0.1	16
COc1cccc(-c2nc(-c3ccccn3)no2)c1OC	0.34	-12	1250	-15	-34	-2	15	90	3	-0.3	10
CC(C)n1cc(/C=C2/SC(=O)N(CC(=O)Nc3ccc4c(c3)OCO4)C2=O)c2ccccc21	-0.87	1	1517	x	7	5	-1	107	6	2.0	6
C/C(=N\Nc1cc(-c2ccccc2)nc(-c2ccccc2)n1)c1ccc(O)c(C)c1	x	8	1540	0	-2	3	0	96	0	3.7	2
COc1ccc(CNC(=O)CN(C(=O)CCC(=O)Nc2ccccn2)c2ccccc2OC)cc1	-0.85	4	1495	5	5	-6	-1	103	0	0.0	-1
CC(=O)Nc1nc(C)c(-c2csc(Nc3cccc([N+](=O)[O-])c3)n2)s1	0.4	11	1471	x	-16	-1	28	75	-5	1.9	-4
Cn1c(=O)c2c(nc(SCCN3CCOCC3)n2Cc2ccc(F)cc2)n(C)c1=O	x	3	1299	-22	1	-11	-14	118	-5	2.9	-1
COc1cc(C(=O)NNC(=S)Nc2ccc(S(N)(=O)=O)cc2)cc(OC)c1OC	-0.49	4	1726	7	6	10	-1	104	10	-0.7	1
O=C(CCc1nc(-c2ccccc2F)no1)NC1CCCCC1	x	15	1411	-16	4	-7	13	92	-6	-1.2	1
Cc1cccc(NC(=O)COc2ccc(/C=N\n3cnnc3)cc2)c1	0.035	8	1538	-2	8	2	-6	110	4	0.4	1
CCOC(=O)C1=C(Nc2ccccc2)CC(C)(O)C(C(=O)OCC)C1c1ccc(Cl)cc1 (stereo not drawn)	x	8	1723	17	11	3	2	99	-1	1.7	7
Cn1nc(-c2ccc(C(=O)Nc3cccnc3)cc2)c2ccccc2c1=O	-1.7	11	1559	5	14	7	17	88	-1	3.6	-8
COCCCNC(=O)C1CC(=O)OC1c1ccc(OC)c(OC)c1 (stereo not drawn)	0.11	4	1386	x	-4	-9	-8	104	-10	1.4	1
COc1ccc(N2CCN(CCCNC(=O)c3cc4sccc4n3C)CC2)cc1	x	0	1568	-4	6	8	-1	103	13	2.5	-1
Cc1nc(N)c(C#N)c(-c2cccnc2)c1C	x	-5	1422	7	-5	13	-4	107	1	0.7	3
CC(Oc1ccc(Cl)cc1Cl)c1nc(-c2ccccn2)no1 (stereo not drawn)	-0.91	3	1477	x	-30	1	-8	108	1	-0.8	-13
COc1cc(OC)cc(C(=O)Nc2nc3ccc(S(C)(=O)=O)cc3s2)c1	1.3	2	1796	-29	-3	10	14	92	6	2.4	5
CCn1c(SCC(=O)NCCOC)nc2sc3c(c2c1=O)CCCC3	-0.25	1	1418	-12	2	-5	7	102	-3	1.4	-6
Cc1ccc(Nc2nc(N)c([N+](=O)[O-])c(N3CCCC(C)C3)n2)cc1C (stereo not drawn)	-0.94	5	1527	0	5	0	4	99	-1	3.8	-18
Cn1c(=O)c2c(nc(Br)n2C)n(C)c1=O	x	-1	1677	4	-5	1	6	99	4	0.4	11
COc1ccc(-c2nc(N)n(C(=O)c3ccccc3)n2)cc1	-0.41	14	1693	0	-2	1	15	91	3	1.5	2
